From PubChem
Lipid storage S3 = qHTS Assay for Lipid Storage Modulators in Drosophila S3 Cells | Drosophila S3 cells, BODIPY lipid droplet fluorescence, 18-24 h; cells fed with added oleic acid | lipid storage change, negative = inhibition, % at the top dose, mostly 46.1 µM; hits show Potency in µM | 320,000 compounds, 0.64% hits | AID 2685, 2010; active means well fitted inhibition curve with a large enough effect in the signal ratio, with a control signal flat, not every such curve was filed as active; inconclusive means small, poorly fitted or top-dose-only effect, or effect the other way, or a change in a side signal; the % refers to the signal ratio
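Laser-scanning cytometry quantifies lipid droplet accumulation (500–530 nm total intensity; droplet/cell object ratio) in oleic acid-fed (400 uM added) Drosophila S3 cells treated with a concentration series. 20 uM Triacsin C defined 100% inhibition.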
Lipid storage S3 cell count max = further read-out of Lipid storage S3, marked with its call; cell number change, %; measured here: cell count max response;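 cells counted by Cell Tracker Red CMTPX staining in the red channel; peak over a dose series mostly up to 46.1 µM; percent activity relative to internal control wells on each plate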
The depositor's hits bear a star; i = inactive; u = inconclusive; x = no result given; [ ] = remark or other dose. On the % scale 0 is the no-effect control and ±100 the full control effect; potency means the concentration at half of the fitted maximal effect. Some of the compounds tested; rates above refer to the full screens.

Compound	Lipid storage S3	Lipid storage S3 cell count max
CCc1ccc(N2CC(C(=O)N/N=C/c3ccccc3OC)CC2=O)cc1 (stereo unspecified)	u	x
CCCCNc1cc(Cl)nc(N)n1	-10.7%	2.5
COC(=O)c1ccn(CSc2c(F)c(F)cc(F)c2F)n1	0.3%	13.9
COC(=O)Nc1nnc(Cc2ccccc2)s1	u	x
Cc1ccc(-n2nnc3c(SCC(=O)NCc4ccco4)ncnc32)cc1	u	x
Cc1cc(=O)oc2cc(OC(=O)CCCCCN3C(=O)c4ccccc4C3=O)ccc12	u	x
CCCCCCOc1ccc(N2C(=O)CC(NCCc3ccc(S(N)(=O)=O)cc3)C2=O)cc1 (stereo unspecified)	i	16.0
CN(CC(=O)Nc1ccccc1Br)C(=O)CCc1ccccc1	u	x
Fc1ccc(-n2c(-c3ccco3)nc3nc4ccccc4nc32)cc1	u	x
Cc1ccc(OCC(=O)NNc2c3ccccc3nc3ccccc23)cc1	u	x
COC(=O)c1sccc1NN1C(=O)c2ccccc2C1=O	u	x
COc1ccccc1NC(=O)C(C)NS(=O)(=O)c1ccc(Cl)cc1 (stereo unspecified)	6.51µM*	10.9*
CCCCCCCC(=O)Nc1cc(C(=O)NCCC)ccc1N1CCC2(CC1)CC(c1cccc(Br)c1)=NO2	u	x
O=S(=O)(Nc1ncnc2sc3c(c12)CCC3)c1ccc(Cl)s1	u	x
O=C(NCc1ccccc1)c1onc(CSc2nc3ccccc3[nH]2)c1C(=O)NCc1ccccc1	14.6µM*	-26.6*
CCCCN(CC)CCNC(=O)c1cc2c(=O)n(CC)c3ccccc3c2s1	13.2%	11.7
CCCNC(=O)c1cc(S(=O)(=O)N2CCCCC2)ccc1N1CCOCC1	u	x
CCc1ccc2c(c1)C(=O)C[C@]1(CCC[C@H](C)C1)O2	2.0%	3.0
CNc1nnc(-c2cc3cc(Cl)ccc3oc2=O)s1	u	x
COC(=O)c1ccc(C(C(=O)NC2CCCCC2)N(C(=O)Cc2cccs2)C2CC2)cc1 (stereo unspecified)	3.5%	0.4
Cc1csc(NC(=O)CSc2nnc(-c3ccc(Cl)cc3)n2N)n1	u	x
COc1cc(/C=N/N2CCN(c3ccccc3)CC2)ccc1OC(C)=O	i	8.7
CCOC(=O)CS(=O)(=O)c1ccc(O)cc1	u	x
O=C(NCc1nnc(SCC(=O)N2CCN(c3ccccc3)CC2)o1)c1c(F)cccc1Cl	8.9%	7.5
CCCSc1nc(C)c(C(C)=O)cc1C#N	u	x
CN(Cc1ccc(Cl)cc1)C(=O)c1cc(S(=O)(=O)N2CCOCC2)ccc1N1CCCC1	u	x
CC(C)(C)c1cc(C(=O)CCN2CCOCC2)cc(C(C)(C)C)c1O	29.1µM*	-17.7*
Cc1ccc(C)c(OCCC(=O)Nc2cccc(S(=O)(=O)N3CCCCC3)c2)c1	7.31µM*	-9.9*
CCOC(=O)c1ccccc1NC(=O)Cc1c(C(=O)O)n(C)c2ccccc12	8.4%	11.5
COc1ccccc1N(CC(=O)NC1CC2CCC1C2)S(=O)(=O)c1ccc(C)cc1 (stereo unspecified)	-29.7%	6.3

Arranged by molecular weight (falling): some entries from above.
Compound	Lipid storage S3	Lipid storage S3 cell count max
O=C(NCc1ccccc1)c1onc(CSc2nc3ccccc3[nH]2)c1C(=O)NCc1ccccc1	14.6µM*	-26.6*
COC(=O)c1ccc(C(C(=O)NC2CCCCC2)N(C(=O)Cc2cccs2)C2CC2)cc1 (stereo unspecified)	3.5%	0.4
Cc1ccc(C)c(OCCC(=O)Nc2cccc(S(=O)(=O)N3CCCCC3)c2)c1	7.31µM*	-9.9*
CCCNC(=O)c1cc(S(=O)(=O)N2CCCCC2)ccc1N1CCOCC1	u	x
CCOC(=O)c1ccccc1NC(=O)Cc1c(C(=O)O)n(C)c2ccccc12	8.4%	11.5

(more compounds)
Compound	Lipid storage S3	Lipid storage S3 cell count max
Cn1c(CCCOc2ccc(Cl)cc2Cl)nnc1SCC(=O)Nc1ccc(F)c(Cl)c1	u	x
C=CCOc1ccc(C2C(C(=O)c3ccco3)=C(O)C(=O)N2Cc2cccnc2)cc1 (stereo unspecified)	u	x
[N-]=[N+]=NCC/C=C\C1NS(=O)(=O)OCC1O (stereo unspecified)	i	20.1
CN(Cc1ccccc1)S(=O)(=O)c1ccc(NS(=O)(=O)Cc2ccccc2)cc1	u	x
CN(C(=O)COC(=O)c1cc(=O)[nH]c2ccccc12)C1CCCCC1	u	x
Cc1ccc(S(=O)(=O)NC(C(=O)Oc2cc3oc(=O)cc(C)c3cc2Cl)C(C)C)cc1 (stereo unspecified)	-0.4%	-5.1
O=C(CCCOc1ccc(Cl)cc1Cl)NNC(=O)C1CCC1	u	x
CC(C)(C)c1cccc(OCCCSc2ncccn2)c1	u	x
COc1cccc(C(=O)O[C@H]2[C@H](C)NS(=O)(=O)[C@H]3C[C@@H]4C=C[C@]23O4)c1	u	x
CCCCCOc1ccc(C2NC(=O)NC2=O)cc1 (stereo unspecified)	u	x
CC(C(=O)Nc1cccc([N+](=O)[O-])c1)n1nnc2ccccc21 (stereo unspecified)	-1.2%	18.1
CCCn1c(O)c2ccc(C(=O)N=NC(=O)c3cccnc3)cc2c1O	-1.3%	-8.8
O=C(Nc1ccc(Cl)c(Cl)c1)Nc1cc(C(=O)NC2CC2)ccc1Cl	-5.8%	0.3
Cc1ccc2nc(C(=O)O)c(C(=O)O)nc2c1	u	x
Cc1ccc(S(=O)(=O)CC(c2ccccc2)N2CCCCC2)cc1 (stereo unspecified)	11.1%[9.22 µM]	13.0
O=C(NC1CCCN(Cc2ccc(Cl)cc2)C1)c1ccnc(Cl)c1 (stereo unspecified)	1.1%	-2.6
c1ccc(-n2c(SCC3CCCCO3)nnc2-c2cnccn2)cc1 (stereo unspecified)	18.0%	-4.1
CCOc1ccc2oc(-c3ccccc3)c(C(N)=O)c2c1	u	x
COc1ccc(Nc2nnc(-c3ccncc3)s2)cc1Cl	u	x
CCc1cc2cc3c(cc2nc1SCC(=O)OC(C)C)OCO3	i	-6.6
COc1ccccc1CNc1ncc(-c2ccc(F)cc2)n1C	-18.1%	-1.6
O=C(c1cc(-c2ccccc2)nn1-c1ccccc1)N1CCN(S(=O)(=O)c2ccc(F)cc2)CC1	u	x
CCOc1ccc(NC(=O)CC2C(=O)N(c3ccc(OC)cc3)C(=O)N2CCc2ccc(OC)c(OC)c2)cc1 (stereo unspecified)	-10.9%	10.0
Nc1nc(Nc2cccc(F)c2)nc2ccccc12	u	x
CCN1CCN(c2ccc(S(=O)(=O)N3CCCCC3)cc2NC(=O)Cc2ccc(Cl)c(Cl)c2)CC1	u	x
COc1cc2cccc(OC)c(=O)c2c(O)c1OC	u	x
Cc1ccc(S(=O)(=O)NC(=O)Nc2ccc(C)cn2)cc1	u	x
CC(=O)Nc1ccc(S(=O)(=O)NCC2CCC(C(=O)NCc3ccccc3)CC2)cc1 (stereo unspecified)	1.8%	16.9
CCOC(=O)c1sc(N)c(C(=O)Nc2ccccc2OC)c1C	u	x
Nc1nccc(-c2cc(-c3ccc(Cl)cc3Cl)no2)n1	8.4%	-8.7

(listing goes on)
Compound	Lipid storage S3	Lipid storage S3 cell count max
Cn1nnnc1SCC(=O)NC(=O)c1cccc([N+](=O)[O-])c1	6.4%	9.2
Fc1ccccc1C(c1nnnn1Cc1ccc2c(c1)OCO2)N1CCN(Cc2ccccc2)CC1 (stereo unspecified)	i	x
O=C(CCN1CCN(c2ccccc2)CC1)N/N=C/c1ccccc1OC(F)F	u	x
Cc1cc(NC(=O)c2ccc(Cl)c(S(=O)(=O)N3CCCCC3)c2)no1	-18.6%	9.7
CCOc1ccc(C(C(=O)NCC2CCCO2)N(C(=O)c2snc(C(N)=O)c2N)c2ccc(F)cc2)cc1 (stereo unspecified)	u	x
CCOC(=O)N1CCN(S(=O)(=O)c2cc(OCC)ccc2OCC)CC1	u	x
Cc1ccn2c(=O)nc(SCC(=O)OCc3ccccc3)nc2c1	20.9%	x
Cn1c(=O)c2c(nc(CN3CCN(CCO)CC3)n2Cc2cccc3ccccc23)n(C)c1=O	u	x
Cc1ccc(N=C(N)N=C(N)N)c(C)c1	16.0%	4.4
Cc1cccc(/C=C2/Sc3ccc(C(=O)NCCN4CCCC4)cc3NC2=O)c1	u	x
CCOC(=O)C1(C)C=C(Nc2ccc(OC)cc2)C(=O)N1c1ccc(OC)cc1 (stereo unspecified)	1.8%	-12.2
C=CCC(C#Cc1ccccc1)[N+](C)(C)CC=C (stereo unspecified)	i	8.4
Cc1ccc(NC(=O)C(=O)NCCOc2ccc(Cl)cc2)c(C)c1	u	x
Cc1nc(N2CCN(C)CC2)c2sc(=S)n(-c3ccccc3)c2n1	7.9%	-1.3
COc1ccc(-n2nc3c(c2NC(=O)COc2ccccc2F)CS(=O)(=O)C3)cc1	-8.4%	14.4
O=C(NCCN1CCOCC1)c1ccc(/C=C2\Sc3ccccc3N(Cc3ccccc3F)C2=O)cc1	u	x
CCN1CCN(Cc2ccc(NC(=O)Nc3cccs3)cc2)CC1	-8.9%	-17.7
S=c1nc(-c2ccc(Br)cc2)oc2c1CCCC2	1.1%	2.4
O=C(c1ccc(F)cc1)C1CCN(C(=O)Nc2ccc(F)cc2)CC1	-8.7%	x
Cc1ccc(S(=O)(=O)/C(C#N)=C/c2c(Oc3ccc(Cl)cc3)nc3c(C)cccn3c2=O)cc1	9.1%	13.6
COc1ccc(C(=O)CSc2nnc(CNC(=O)c3ccccc3)n2C)cc1	i	14.6
COc1ccc(OC)c(NC(=O)NCCc2c[nH]c3ccccc23)c1	-12.2%	-15.3
CCOc1ccc(C(=O)Nc2ccc(-c3cc4ccccc4oc3=O)c(C)c2)cc1[N+](=O)[O-]	u	x
CN(C(=O)COC(=O)/C=C/c1cccc([N+](=O)[O-])c1)C1CCS(=O)(=O)C1 (stereo unspecified)	-1.3%	17.0
Cc1nnc(NC(=O)CSc2ccc3nnc(-c4ccccn4)n3n2)s1	-3.2%	-2.3
Cc1onc(-c2ccccc2)c1C(=O)Nc1ccccc1C#N	u	x
CC(C)CNC(=O)C(=O)NCCC1CCCCN1S(=O)(=O)c1cccs1 (stereo unspecified)	u	x
COc1ccc(/C=C(\NC(=O)c2ccccc2)C(=O)NCCC(=O)O)cc1	u	x
CCN(CC)S(=O)(=O)c1ccc2oc(C(=O)NCCCN3CCOCC3)c(C)c2c1	i	21.2
CCOC(=O)N1CCC(NC(=O)c2cc(C(=O)Nc3cccc(C(F)(F)F)c3)ccc2CO)CC1	u	x

Next results.
Compound	Lipid storage S3	Lipid storage S3 cell count max
CC(C)[C@H](NC(=O)c1ccco1)C(=O)NCc1ccccc1	i	17.1
Cc1cccc(NC(=O)COC(=O)c2ccccn2)c1	u	x
COc1ccc(CS(=O)(=O)c2ncn[nH]2)cc1	-7.0%	-5.5
CCCCNC(=O)CC1N=C2c3ccccc3N=C(SCC(=O)Nc3cccc(C)c3)N2C1=O (stereo unspecified)	-0.7%	-6.7
COc1ccc(NC(=O)CN(c2cc(C)cc(C)c2)S(=O)(=O)c2c(C)n[nH]c2C)cc1	u	x
O=C(Nc1ccccc1N1CCOCC1)c1ccc2nc[nH]c2c1	u	x
O=C(O)c1cc(C(=O)O)cc(-c2ccc(/C=c3/sc4nc5ccccc5n4c3=O)o2)c1	u	x
COC(=O)c1ccc(C(=O)OC)c(NC(=S)N2CCN(c3cc(Cl)ccc3C)CC2)c1	u	x
CC(=O)CCSc1nnc(-c2cccc(S(=O)(=O)N3CCOCC3)c2)o1	u	x
O=C(OCc1ccc(Cl)cc1Cl)c1ccncc1	u	x
COc1ccc(/C=N/Nc2cc(C)nc3c(C)cccc23)cc1	u	x
CCc1ccc(Nc2nnc(SCC(=O)Nc3sccc3C(N)=O)s2)cc1	u	x
CCCCc1ccc(S(=O)(=O)N/N=C(/C)c2ccncc2)cc1	u	x
CSc1ccc(NC(=O)c2cccnc2)cc1C#N	-17.4%	-14.0
C#Cc1ccc([C@H]2C=C(C(=O)N3CCN(Cc4ccc5c(c4)OCO5)CC3)O[C@@H](OCC)[C@@H]2CCCO)cc1	i	-9.3
Cc1ccc(-c2c[n+](Cc3ccc(Cl)cc3)c3n2CCC3)cc1	u	x
CCCOc1nc2c(c(=O)n(C)c(=O)n2C)n1C	u	x
COC(=O)C1=C(C)N(c2ccc(OC)cc2)C(C)=C(C(=O)OC)C1c1ccc(OC)cc1	u	x
CCN(CC)C(=O)/C(=C/c1ccc2c(c1)OCO2)NC(=O)c1ccc(Br)cc1	u	x
CS(=O)(=O)NCC(c1cccnc1)N1CCN(c2ccc(F)cc2)CC1 (stereo unspecified)	0.3%	-15.8
COc1ccc2nc(/C(C#N)=C\c3ccc(C(=O)O)cc3)[nH]c2c1	0.7%	11.8
CC(C)(C)c1cnnn1-c1ccc(/C=N/Nc2ccc([N+](=O)[O-])cc2)cc1	u	x
CCOc1ccc(-c2nc3n(c(=O)c2C#N)CCS3)cc1	3.0%	-11.1
NC(=O)COC(=O)c1ccc(-c2ccc(O)cc2)cc1	5.4%	24.7
CC(=O)c1cccc(NC(=O)c2c(C)nn(-c3ccccc3)c2Cl)c1	-1.1%	26.3
